CSM14.1 death rescue – protection against thapsigargin-triggered cell killing – 384-well, CSM14.1, ATP luminescence, primary screen (AID 1222); 190,000 tested, under 10 active; CSM14.1 thapsigargin-induced death rescue, ATP luminescence; higher % means a stronger effect; one-dose cellular ATP content (survival), % at 20 µM; EC50 in µM for titrated hits;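 active = EC50 below 50 µM in the dose-response confirmation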;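 also: death triggered by thapsigargin at about 15 µM added after 2 h compound pretreatment; cell ATP read after overnight thapsigargin exposure of roughly 18 to 22 hours; normalized against plate controls of thapsigargin alone and 5% DMSO vehicle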
Insulin prom up – MIN6 insulin promoter up-regulation | MIN6 insulin promoter-GFP reporter, high-content imaging; active compounds read high | z-score at 5 µM | 190,000 tested, 0.3% active;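 active = z-score above 3 at 5 µM with at least 500 cells counted in the well; inconclusive = wells under 500 cells, flagged as cytotoxic or low count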
XIAP displacement – small molecules displacing peptide from XIAP – biochemical, IAP family, fluorescence polarization (AID 1018). XIAP BIR domain, fluorescence polarization peptide displacement; higher % means a stronger effect. displacement, % at 20 µM; hits with a dose series show IC50 in µM. 200,000 tested, 0.007% active; in the data active = displacement above about 50%; also: a part of the inactive calls stands beside numbers as strong as those of hits
MT stabilize HCS – microtubule stabilizers in HeLa cells. AID 2205. HeLa tubulin immunostaining HCS, 24 h; share of cells brighter than vehicle mean+2SD. 200,000 tested, 0.83% active. % tubulin-high responders, % at 10 µM;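 active = plate Z-score above 3 for both tubulin-high and condensed-nucleus cell shares, with cell loss under 80%, at 10 µM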;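 also: anti alpha tubulin signal scored within the nucleus-defined area of each cell; some results filed as inactive read as strong as hits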
Hep lipid drop – modulators of hepatic lipid droplet formation; 240,000 tested, 0.4% active; AML12 mouse hepatocytes, oleate lipid droplets, BODIPY imaging; AID 1656; inhibition, % at 6.5 µM;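 active = lipid droplet intensity inhibited by at least 50%, with more than 500 cells counted; inconclusive = wells with under 300 cells, treated as cytotoxic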
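Assay system: AML12 mouse liver cells | Compound dosing: One dose, 6.5 µM compound | Read-out basis: Droplet intensity reduction, % inhibition | Measured by: Fluorescence imaging, 20x objective, two fields per well | Schedule: Overnight treatment with compound plus oleate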
WT yeast gro inh – growth inhibition of WT yeast, mitochondrial fusion screen | mitochondrial fusion phenotypic screen, WT strain | 190,000 tested, 2.1% active | AID 1362 | inhibition, % at 10 µM; in the data active = inhibition above about 58%; tested in S. cerevisiae
Dynein transport – blocks dynein driven cargo transport along microtubules | 3617.4 mouse cells, GR-EGFP nuclear translocation imaging; test concentration mostly 20 µM; stimulated with dexamethasone, 1 µM; active compounds read low | z-score, hits read low | 220,000 tested, 0.47% active | AID 1381;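 active = plate z-score of nuclear minus cytoplasmic receptor signal below a set negative limit, without overly bright fluorescence or cell loss, cut at about -3.5 in these data, passing the limit was not always enough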;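 also: z-score of nuclear minus cytoplasmic ring GR-EGFP intensity difference per well; some compounds called inactive have numbers as strong as hits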
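Buffer or medium: tet-free, stripped-serum medium; Also added: dexamethasone, 1.0 µM final; Technique: high-content fluorescence imaging after fixation; Times: 48 h induction, 1 h compound, 30 min dex at 37 °C; Read-out: per-cell GR-EGFP intensity, nucleus versus surrounding cytoplasmic ring, well-averaged.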
b-catenin transl – alters nuclear translocation of beta-catenin in HeLa cells; nuclear translocation activity, % at 5 µM; immunofluorescence imaging; 190,000 tested, 0.3% active;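 active = nuclear translocation activity above 50% at 5 µM, with a well cell count of 50 or more; inconclusive = wells under 50 cells across six images, flagged as toxic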;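 also: per-cell ratio of nuclear to cytoplasmic median beta-catenin stain intensity; plate controls were DMSO negative control for no effect and GSK-3 inhibitor IX positive control for full effect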
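test system = HeLa cells, endogenous beta-catenin | dosing = single 5 µM dose plus 0.02–20 µM confirmation series | times = compound treatment 24 h, 37°C, 5% CO2 | technique = beta-catenin immunofluorescence imaging with DAPI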
Autophagy mod – modulators of autophagy. MEF GFP-LC3 puncta imaging; test concentration mostly 10 µM. 190,000 tested, 0.98% active. calls only at 10 µM (by protocol);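 active = percentage of spot-positive cells more than 3 SD above its plate mean, without a fluorescence outlier flag or 80% toxicity; inconclusive = no clear call, values can overlap the other calls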;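 also: spot-positive cell cutoff set from DMSO-treated cells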
WT yeast gro inh mutant strain – second read-out of WT yeast gro inh, no call of its own (marks repeat the call); inhibition, %; mitochondrial fusion phenotypic screen, mutant strain inhibition
Dynein transport cytoplasmic EGFP – also measured in Dynein transport; calls as there; z-score; measured here: cytoplasmic GR-EGFP intensity; active compounds read high
Dynein transport nuclear GR-EGFP – recorded beside Dynein transport, whose call it bears; z-score; measured here: nuclear GR-EGFP intensity;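 lower value marks the stronger effect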
Dynein transport cell count – second read-out of Dynein transport, no call of its own (marks repeat the call); z-score; measured here: cell count per field
Insulin prom up cell count – also measured in Insulin prom up; calls as there; cell count; measured here: cytotoxicity, nuclei count;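 total cells summed across four imaged fields per well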
Hep lipid drop cells 6.5 µM – further read-out of Hep lipid drop, marked with its call; cell count; measured here: cell count, cytotoxicity flag;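 cells counted across two imaged fields per well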
b-catenin transl cell count 5 µM – second read-out of b-catenin transl, no call of its own (marks repeat the call); cell count; measured here: cell count, cytotoxicity flag
MT stabilize HCS Hoechst-high % – also measured in MT stabilize HCS; calls as there; % Hoechst-high responders; measured here: nuclear condensation Hoechst responders;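 share of cells brighter than vehicle mean plus two SD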
MT stabilize HCS cytotoxicity % – recorded beside MT stabilize HCS, whose call it bears; toxicity, %; measured here: cytotoxicity by cell density;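 0% = mean cell density of plate MIN control wells and 100% = no cells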
Autophagy mod cell loss 18 h – recorded beside Autophagy mod, whose call it bears; toxicity, %; measured here: cell loss, nuclei count;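 cell loss after 18 h compound exposure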
Active calls of the source: *; i = inactive; ? = inconclusive; . = not tested or not shown; + = active, no number.

Sequence of screens: Dynein transport cytoplasmic EGFP	Dynein transport	Dynein transport nuclear GR-EGFP	Dynein transport cell count	WT yeast gro inh	Insulin prom up cell count	MT stabilize HCS Hoechst-high %	XIAP displacement	Hep lipid drop	MT stabilize HCS	Hep lipid drop cells 6.5 µM	CSM14.1 death rescue	b-catenin transl	b-catenin transl cell count 5 µM	Autophagy mod	Insulin prom up	WT yeast gro inh mutant strain	MT stabilize HCS cytotoxicity %	Autophagy mod cell loss 18 h
CCOc1ccccc1OCCOc1ccc(F)cc1
 : -0.175	0.522	0.814	-0.349	-4.1	1569	2.0	-2.0%	.	2.1	.	2.0%	0.5	1391	i	-0.25	17.5	1.9	20.0
COC(=O)C1=NN(N=O)C2(CC(=O)N(c3cc(C)cc(C)c3)C2=O)C1 (stereo not drawn)
 : -0.00507	-0.694	-0.0362	-0.0741	13.0	.	1.7	-4.4%	-15.3	1.4	846	-0.6%	.	.	i	.	7.8	5.5	-10.5
Cc1ccc(CN(Cc2ccco2)C(=S)NCC(=O)O)cc1
 : 0.0861	1.94	1.4	-1.84	-14.8	1531	1.1	-4.9%	6.0	7.3	685	0.4%	1.1	1152	i	0.17	0.3	8.7	4.1
CN=C(C)C1=C(O)C(C(=O)OC)C(C)(C)CC1=O (stereo not drawn)
 : -0.207	0.979	0.875	1.81	0.8	1339	3.1	-2.9%	3.5	4.1	707	-2.9%	.	.	i	-0.05	15.0	19.8	3.7
O=C(NCCCN1CCOCC1)c1ccc(CNS(=O)(=O)c2ccc(F)cc2)cc1
 : -0.145	0.987	1.12	-0.473	-4.1	1141	2.5	-7.0%	.	5.1	.	-2.1%	0.3	694	i	1.71	9.9	15.6	44.9
Cc1ccccc1N1CCN(S(=O)(=O)c2ccccc2)CC1
 : -0.154	-0.647	-0.371	0.332	23.1	1129	2.3	-12.4%	-3.6	2.1	752	-1.7%	-1.2	1123	i	-0.19	10.9	3.3	1.5
COc1ccc(NC(=O)CCNS(=O)(=O)c2cccc3nsnc23)cc1
 : -0.163	-0.0209	-0.119	-0.001	-14.8	1306	1.7	-3.3%	-16.5	1.7	719	-2.7%	-1.1	1131	i	-0.4	-2.8	10.5	0.7
CC(=O)N(C)c1ccc(N=Nc2c(C)[nH]n(C(N)=S)c2=O)cc1
 : -0.183	3.17	1.95	-1.91	23.0	1243	1.9	-1.3%	2.9	2.9	752	-2.9%	-1.2	1118	i	-0.11	20.1	8.5	23.4
O=S(=O)(NC1CCCCC1)c1ccc(F)c2ccccc12
 : -0.262	-0.00988	0.099	0.981	25.8	851	1.3	-2.8%	-15.3	1.5	787	-3.0%	-2.7	1115	i	0.33	18.1	11.0	-10.3
Cc1cc(C)c2nc(N3CCCC(C(=O)N4CCC(C(N)=O)CC4)C3)sc2c1 (stereo not drawn)
 : -0.21	-0.812	-0.163	1.07	-10.5	850	3.4	-4.6%	15.0	2.9	855	-1.0%	.	.	i	1.52	-4.2	9.3	-5.3
CCOc1cc2[nH]c(=S)n(CCCN(CC)CC)c(=O)c2cc1OCC
 : -0.132	-0.583	0.548	-0.374	5.3	.	1.2	-2.8%	-17.5	2.2	706	0.1%	2.6	977	i	.	-0.8	4.1	6.0
COC(=O)c1cc2c(=O)n3ccccc3nc2n(C)c1=N
 : .	.	.	.	.	1321	.	-4.2%	.	.	.	-2.4%	-5.0	773	.	-0.2	.	.	.
COc1ccc(/C(N)=N/OC(=O)CCc2ccccc2)cc1
 : -0.286	-0.245	0.108	0.659	10.1	1626	1.5	-10.4%	9.6	2.3	746	-1.3%	1.5	962	i	0.24	0.5	2.6	-6.8
CSCCC(NS(=O)(=O)c1cccs1)C(=O)NCc1cccs1 (stereo not drawn)
 : 0.0342	-0.16	-0.0221	0.989	-19.4	1409	2.7	0.0%	.	4.9	.	-2.0%	1.9	1408	i	0.08	-5.0	10.0	-0.6
O=C(Nc1nc(-c2ccc(Cl)cc2Cl)cs1)C1CCCO1 (stereo not drawn)
 : -0.283	-0.226	-0.0306	-0.534	20.8	1280	2.3	-10.3%	53.7*	2.2	631*	-0.7%	.	.	i	-1.48	23.1	8.5	6.1

Carrying on.
Sequence of screens: Dynein transport cytoplasmic EGFP	Dynein transport	Dynein transport nuclear GR-EGFP	Dynein transport cell count	WT yeast gro inh	Insulin prom up cell count	MT stabilize HCS Hoechst-high %	XIAP displacement	Hep lipid drop	MT stabilize HCS	Hep lipid drop cells 6.5 µM	CSM14.1 death rescue	b-catenin transl	b-catenin transl cell count 5 µM	Autophagy mod	Insulin prom up	WT yeast gro inh mutant strain	MT stabilize HCS cytotoxicity %	Autophagy mod cell loss 18 h
CCCC1CCC(C2=N/C(=C\c3ccc(OC)c(OC)c3)C(=O)O2)CC1 (stereo not drawn)
 : -0.227	-0.432	-0.23	0.607	14.9	925	1.6	-18.7%	-0.1	0.8	799	5.8%	-2.6	1222	i	-0.31	15.4	7.2	-3.4
Cc1ccc(C(=O)Nc2cccc(-c3nc4ncccc4o3)c2)cc1
 : -0.156	-0.438	-0.248	1.05	.	1062	.	.	2.3	.	732	.	-0.7	1275	.	-0.13	.	.	.
CCC/C(=C1/C(=O)CC(C)(C)C(C(=O)OC)C1=O)N1CCCC1 (stereo not drawn)
 : -0.205	-0.325	0.271	0.465	8.7	1564	1.8	-2.4%	.	7.0	.	0.4%	-0.7	681	i	-0.15	8.7	2.4	-9.8
O=C(N1CCOCC1)N1CCN(c2ccccn2)CC1
 : 1.05	2.75	2.16	-2.69	-23.5	1071	1.5	2.4%	3.9	2.4	770	-2.0%	-1.3	1124	i	-0.56	9.2	4.4	-1.4
COc1ccc(-c2nc3cc(NC(=O)Cc4ccc(OC)c(OC)c4)ccc3o2)cc1
 : -0.273	-0.329	0.0995	-0.39	9.8	.	0.7	0.1%	41.8	2.9	643	.	-0.7	1063	i	?	1.5	1.2	1.8
O=C(NCC(c1cccnc1)N1CCN(c2ccc(F)cc2)CC1)c1ccccc1 (stereo not drawn)
 : -0.152	-0.853	-0.271	-0.305	10.2	1566	2.7	-2.0%	.	3.3	.	-5.7%	-0.2	1370	i	-0.36	-4.2	4.5	10.6
CCOc1ccc(N2C(=O)CC(Sc3nc(C)cc(C)c3C#N)C2=O)cc1 (stereo not drawn)
 : -0.199	0.907	0.273	-0.294	-11.1	1129	2.6	-5.5%	.	2.4	.	-1.9%	2.8	719	i	0.3	-2.8	13.1	1.8
COCCNC(=O)/C(C#N)=c1\s/c(=C\c2ccccc2OC(F)F)c(=O)n1Cc1ccccc1
 : -0.00458	-0.334	0.0169	0.549	4.5	1409	2.7	-4.9%	0.1	3.7	745	-1.4%	0.6	1076	+	0.49	10.7	7.8	-7.8*
CCc1ccc2oc(-c3ccc(OC)cc3)cc(=Nc3cccc(C(=O)O)c3)c2c1
 : 0.484	-0.381	-0.217	-0.0984	55.9	1332	3.2	-4.0%	4.2	2.3	691	-6.0%	-0.1	1087	i	-0.74	9.7	3.7	1.7
c1nc(N2CCC3(CC2)OCCO3)c2c3c(sc2n1)CCCC3
 : 0.0742	0.244	0.486	0.192	6.4	1166	3.8	-4.0%	.	5.0	.	-0.2%	1.3	1113	i	-0.67	3.0	4.4	2.2
CCc1ccccc1NC(=O)CSc1n[nH]c(C)c1[N+](=O)[O-]
 : 0.932	0.877	0.479	-1.02	-2.8	1333	1.6	-9.3%	-14.9	5.7	512	-2.7%	-1.5	951	i	0.34	-4.0	10.3	-0.5
COc1ccc(/C=C2/C(=O)N(CC3CCCO3)C(=S)N2C)c(OC)c1 (stereo not drawn)
 : -0.043	-0.502	-0.0193	-0.29	-8.9	.	1.6	-5.0%	-61.9	2.3	595	-2.3%	-0.6	1044	i	.	0.9	9.5	-12.3
C/C(=N\NC(=O)c1nn(C)c(C)c1Br)c1ccc(NC(=O)c2ccccc2F)cc1
 : -0.191	-0.366	-0.139	0.314	0.3	1415	2.9	-2.9%	2.0	1.5	571	-0.8%	-4.8	1185	i	-0.26	1.9	12.0	5.1
Cc1c2c(nc3ccccc13)CCC(C)C2 (stereo not drawn)
 : -0.322	-0.842	-0.233	1.12	16.4	1219	5.7	-4.3%	11.5	0.1	712	-1.2%	1.1	852	i	0.41	19.1	6.0	-6.7
